Diaph act CS: diaphorase activation or chemical reduction counter-screen; Diaphorase/resazurin coupled assay, resorufin fluorescence, 16 min; active compounds read high; 1 = vehicle wells, 0 = NADH-free wells; activation factor at 20 µM; 190,000 compounds, 0.005% hits;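 active = diaphorase activity raised at least twofold by the compound at 20 µM; inactive = activation factor below 2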
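Material: Clostridium kluyveri diaphorase, purified enzyme; Quantity: enzyme 0.07 U/mL final; Medium: HEPES pH 7.4 buffer with MgCl2 and Tween 20; Dosing: single compound dose of 20 µM, 1% DMSO final; Schedule: 16 min reaction at room temperature; Measured by: red resorufin fluorescence at 544/590 nm excitation/emission.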
ROMK primary: human ROMK K+ channel modulation, primary screen. 130,000 compounds, 2% hits. B-score at 10 µM. P48048. Tet-inducible ROMK, thallium flux fluorescence; actives lie on both sides;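 active = signal ratio slope over the read window, or its plate-corrected B-score, at least 3 SD from the plate mean, either direction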;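 also: B-score of the F/F0 ratio slope over 7 to 12 s after thallium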
PPARg SRC1 recr: agonists of human PPARgamma SRC-1 coactivator recruitment; PPARgamma-SRC-1 coactivator recruitment biochemical assay; activation, % at 8 µM; 200,000 compounds, 0.41% hits; AID 631; in the data active = activation above about 19%;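 also: 0% = DMSO and 100% = reference agonist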
PPARg SRC-3 ag: agonists of human PPARgamma SRC-3 coactivator recruitment; biochemical PPARgamma/SRC-3 coactivator recruitment assay; P37231; 200,000 compounds, 0.26% hits; activation, % at 8 µM; in the data active = activation above about 23%;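 also: 0% = DMSO and 100% = reference agonist; some compounds past the cut are filed as inactive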
PPARg SRC-2 ag: PPARgamma-driven SRC-2 recruitment agonism; P37231; PPARgamma LBD-SRC-2 recruitment, biochemical; activation, % at 8 µM; 200,000 compounds, 0.34% hits; in the data active = activation above about 22%;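 also: 0% = vehicle and 100% = reference agonist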
G6PDH counter: counter-screen for G6PDH assay hits: L. mesenteroides G6PDH inhibition; Purified L. mesenteroides G6PDH, diaphorase/resazurin coupled fluorescence, 45 min; inhibition, % at 5 µM; 200,000 compounds, 0.12% hits; in the data active = inhibition above about 50%
PMI act hi M6P: increases human PMI activity with near-saturating mannose 6-phosphate; P34949; coupled PMI enzyme assay, resazurin fluorescence, 20 min; active compounds read high; 1 = untreated enzyme, 0 = substrate-free blank; activation factor at 20 µM; 190,000 compounds, 0.34% hits; AID 1216;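 active = activation factor of 2 or more at 20 µM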
Target sequence (P34949 whole entry, looked up): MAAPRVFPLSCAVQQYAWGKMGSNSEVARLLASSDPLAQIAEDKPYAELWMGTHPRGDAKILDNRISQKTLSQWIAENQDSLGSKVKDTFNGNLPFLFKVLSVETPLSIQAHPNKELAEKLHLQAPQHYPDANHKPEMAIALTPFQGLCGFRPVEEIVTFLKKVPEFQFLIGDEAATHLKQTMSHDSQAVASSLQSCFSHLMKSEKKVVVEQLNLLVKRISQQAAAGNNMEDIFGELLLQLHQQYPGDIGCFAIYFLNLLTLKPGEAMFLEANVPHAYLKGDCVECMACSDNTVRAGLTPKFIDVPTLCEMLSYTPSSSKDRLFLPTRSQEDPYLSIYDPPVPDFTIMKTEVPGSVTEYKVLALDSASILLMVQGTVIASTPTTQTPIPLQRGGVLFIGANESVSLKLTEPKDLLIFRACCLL
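Test system: human phosphomannose isomerase with PGI, G6PDH, diaphorase coupling enzymes; amount: 15 ng/mL PMI; incubation: enzyme reaction with compound 20 min at room temperature; technique: resorufin fluorescence (Ex 544/Em 590 nm) from resazurin via diaphorase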
TR-FRET SRC-2 ct: TR-FRET artefact, counter-screen to PPARgamma/SRC-2 agonist assay | 200,000 compounds, 0.4% hits | TR-FRET ratio at 8 µM | active compounds read high | AID 1049; in the data active = TR-FRET ratio above about 2000; also: inactives centre near 1500
Diaphorase inh: inhibits diaphorase or chemically oxidizes, flagging diaphorase assay artifacts; diaphorase resazurin-to-resorufin fluorescence, NADH, 16 min; bacterial (C. kluyveri) enzyme, not human; inhibition, % at 20 µM; 190,000 compounds, 0.69% hits; AID 1217;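 active = primary screen inhibition at 20 µM above a set limit, cut at about 50% in these data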;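 also: plate controls were DMSO with full reaction for no effect and wells lacking NADH for full effect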
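Test system: diaphorase enzyme from Clostridium kluyveri; amount: diaphorase at 0.14 U/mL in enzyme working solution; detection: fluorescence of resorufin formed from resazurin, Ex 544/Em 590 nm; times: reaction incubation of 16 min at room temperature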
PMI act: increases human mannose-6-phosphate isomerase activity. AID 1214. P34949. purified human PMI, coupled resazurin fluorescence, 20 min; active compounds read high; 1 = vehicle control, 0 substrate-free wells. activation factor at 20 µM. 190,000 compounds, 0.005% hits;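 active = activation factor of 2 or more at 20 µM, relative to plate controls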
S1P3 antag: antagonists of human S1P3 receptor | Q99500 | inhibition, % at 4.98 µM | 170,000 compounds, 0.27% hits | CHO S1P3 NFAT-BLA reporter, FRET fluorescence, antagonist mode;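 active = inhibition above the plate cutoff, the mean inhibition of test wells on that plate plus 3 SD, cut at about 28% in these data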;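 also: cells challenged with S1P at its EC80 of 0.8 µM; blue over green emission ratio from cleaved BLA substrate after 4 h stimulation; 0% = S1P-stimulated wells and 100% = unstimulated DMSO-only wells; some compounds past the cut are filed as inactive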
Target sequence (Q99500 whole entry, looked up): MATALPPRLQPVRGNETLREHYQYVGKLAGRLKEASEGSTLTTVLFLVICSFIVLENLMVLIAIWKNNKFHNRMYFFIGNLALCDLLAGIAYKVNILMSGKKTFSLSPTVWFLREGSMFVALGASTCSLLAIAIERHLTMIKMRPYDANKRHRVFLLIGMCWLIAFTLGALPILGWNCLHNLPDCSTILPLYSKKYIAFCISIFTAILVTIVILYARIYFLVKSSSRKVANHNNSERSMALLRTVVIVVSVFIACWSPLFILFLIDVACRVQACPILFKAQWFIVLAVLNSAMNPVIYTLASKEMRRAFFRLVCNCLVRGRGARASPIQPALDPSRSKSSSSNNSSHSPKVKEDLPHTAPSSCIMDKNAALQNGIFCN
Starred values were filed as active, the others as inactive; nt = not tested or not shown. Rows were taken by chance, and some 3.3% of all compounds hit somewhere here.

SMILES	Diaph act CS	ROMK primary	PPARg SRC1 recr	PPARg SRC-3 ag	PPARg SRC-2 ag	G6PDH counter	PMI act hi M6P	TR-FRET SRC-2 ct	Diaphorase inh	PMI act	S1P3 antag
O=c1cnnc(NCc2ccccc2)[nH]1	1	nt	-6	-9	-10	-1	1	1415	-1	0.8	6
O/N=C1/CCCSc2ccccc21	0.9	-0.15	-1	4	-6	6	1.1	1707	6	1	nt
COc1cccc2c(=O)cc(C)n(CC(=O)Nc3cccc(C)c3)c12	0.9	-0.52	5	1	-2	-9	1	1507	13	1	3
O=C(CCN1C(=O)c2ccccc2S1(=O)=O)Nc1cccc2ccccc12	0.9	1	-1	3	9	8	1	1434	11	1	1
Cc1onc(-c2ccccc2)c1C(=O)N1CCOCC1	1	nt	-2	-7	4	18	0.9	1446	-2	0.9	2
CCOC(=O)CNC(=O)CSc1nnc(-c2ccccc2)c(-c2ccccc2)n1	0.9	-0.39	-1	1	2	6	1	1573	9	1	4
COc1ccc(N(C(=O)c2cccc(OC)c2OC)C2C=CS(=O)(=O)C2)c(OC)c1 (centres undefined)	1	nt	0	-2	-1	-4	1.1	1371	0	1	-61
FC(F)(F)c1ccc(NC(=S)NC2CCCCC2)cc1	0.8	0.16	-5	-4	-2	10	1.1	1538	20	1	8
COc1ccc(NC(=O)CC2C(=O)N(c3ccc(Cl)cc3)C(=S)N2NC(=O)c2cccc(F)c2)cc1 (centres undefined)	1	0.26	8	4	-4	7	1	1701	0	1.1	0
CCOc1ccc(OCCn2c(=S)[nH]c3c(N)ncnc32)cc1	0.8	0.0049	3	10	9	-3	0.9	1594	19	0.9	15
O=C(Cc1ccc(S(=O)(=O)N2CCOCC2)s1)Nc1nc2c(s1)CCCC2	0.8	nt	5	1	-3	-1	0.8	1445	22	0.8	nt
CCNC(=O)c1c(C)[nH]c(C(=O)OCC)c1C	0.9	nt	2	3	8	4	1	1521	10	1	-8
Cc1cc(C)n(CC(=O)O)c(=O)c1[N+](=O)[O-]	1	0.027	0	-1	-2	6	0.9	1475	2	1.2	-12
Cc1cccc2c(C(=O)n3cccn3)cc(-c3ccccc3Cl)nc12	0.9	nt	2	3	5	-1	1	1809	7	0.9	-9
CC(C)(C)Nc1nc(N)nc(Cl)n1	1	0.45	8	9	-2	7	1.1	1642	-4	1	0
CC1(C)Cc2c(C#N)c(SCC(=O)c3ccccc3)nc(N3CCOCC3)c2CS1	0.9	nt	8	2	7	-30	1.4	2038*	13	1.1	nt
COc1ccc(-c2c(C)[nH]n3c(=O)c(Cc4ccccc4)c(C)nc23)cc1OC	0.9	0.13	-2	2	7	-2	0.8	1754	5	1	1
Cn1c2ccccc2c2c(C(=O)NCCCN3CCCC3=O)cn(C3CCCCC3)c(=O)c21	1	-0.054	0	-4	0	10	1.1	1461	2	1	nt
CC1CC(C)CN(C(=O)C(C)N(C)CC(=O)Nc2ccccc2Cl)C1 (centres undefined)	1.1	-2	1	-1	0	4	1	1498	-6	1.1	-2
O=C(N/C(=C\c1cccs1)C(=O)N1CCOCC1)c1ccco1	0.9	0.13	9	6	2	4	1	1621	9	1	18
COc1ccc(Nc2nc(N)nc(CSc3nncn3C)n2)cc1	0.9	nt	7	-10	-3	5	1	1465	13	0.9	nt
Cc1ccc2[nH]cc(C(=O)CN3CCN(C)CC3)c2c1	0.8	nt	7	10	-7	-1	1.1	1470	20	1	nt
Cc1ccc(C(=O)CSc2nc(C)cc(C)c2C(N)=O)cc1	0.9	nt	-1	1	4	-7	0.9	1479	6	0.9	nt
O=C(CCn1nc(-c2ccc(Cl)cc2)ccc1=O)N1CCOCC1	0.8	0.46	-2	-1	2	14	0.8	1673	18	0.9	-15
COc1ccc(N(C(C)=O)S(=O)(=O)c2cccc3cccnc23)cc1	0.9	-0.29	6	0	2	8	1	1535	8	1	6

Further compounds follow.
SMILES	Diaph act CS	ROMK primary	PPARg SRC1 recr	PPARg SRC-3 ag	PPARg SRC-2 ag	G6PDH counter	PMI act hi M6P	TR-FRET SRC-2 ct	Diaphorase inh	PMI act	S1P3 antag
Cn1c(CCCCCN)nc2ccccc21	1	nt	4	5	17	6	0.9	1723	-2	1	1
COc1cc(Nc2ccccc2Cl)c([N+](=O)[O-])nc1[N+](=O)[O-]	0.8	0.98	3	10	4	0	0.9	1461	20	0.9	nt
CN1CCN(S(=O)(=O)c2ccc3[nH]c(=O)oc3c2)CC1	1.1	0.032	4	-1	4	3	1.1	1508	-5	1.1	0
CC(C)(C)n1ncc2c(=O)n(CC(=O)c3ccc(Cl)cc3)cnc21	0.9	0.28	-2	-4	-7	3	1.1	1594	8	1.1	27
CCOC(=O)c1ccc(S(=O)(=O)N2CCN(CC3CC=CCC3)CC2)cc1 (centres undefined)	0.8	nt	1	7	2	7	1	1482	17	1	13
O=C(NNS(=O)(=O)c1ccc(Br)cc1)C1CCCCC1	0.9	0.41	-8	1	-2	1	1	1582	5	1.1	-14
O=C(CSc1ncc(-c2ccccc2)[nH]1)Nc1cccc(O)c1	1	-0.34	-4	1	2	5	1.1	1431	2	0.8	nt
CCOC(=O)c1cc(NC(=O)Nc2ccc(OC)c(OC)c2)c(C)nc1C	0.9	0.19	3	-3	17	8	0.9	1738	6	0.9	-12
COc1cc(C(=O)N2CCN(c3ccc([N+](=O)[O-])cc3)CC2)ccc1OCc1c(C)noc1C	0.9	-2.1	5	-8	8	-2	1	1511	6	1	nt
Cc1cc(C(=O)N/N=C/c2ccccc2Br)no1	0.9	3.1*	-3	5	2	10	1	1384	6	1.1	nt
COc1ccc(Cl)cc1C(=O)NNC(=O)c1cccnc1	0.9	nt	8	-2	3	14	1	1575	15	0.9	nt
Cc1cccc(OCC(=O)Nc2cc(C)c(C)cc2O)c1	0.9	0.5	-1	6	3	0	0.9	1547	14	0.9	-2
COCCN1Cc2cccc(C(=O)Nc3ccc(S(=O)(=O)N4CCOCC4)cc3)c2C1=O	1	-0.046	-10	-1	-4	0	1.1	1408	-2	1.1	-22
CSc1nc(-c2ccccc2)nc(C(Cl)Cl)n1	1	0.32	-4	0	-1	11	1.1	1328	-1	1	3
CC(C)c1ccc(C(=O)CSc2n[nH]c(-c3ccncc3)n2)cc1	0.8	nt	8	6	5	11	1	1587	16	0.9	nt
Fc1ccccc1CSCc1nc2ccccc2[nH]1	1	-0.26	8	0	3	10	1.1	1641	0	1	-15
CSc1sc2ccccc2[n+]1CCCS(=O)(=O)[O-]	0.9	0.52	3	-4	0	6	2*	1449	8	1.4	nt
Cc1cc2occ(CC(=O)NCc3cccs3)c2cc1C(C)C	0.8	0.15	5	-4	0	9	0.9	1655	24	0.9	2
CC(C)(C)n1nc2c(c1NC(=O)COc1ccc(Cl)cc1)CSC2	0.9	nt	7	2	1	0	1	1418	7	1	nt
CCn1nc(CC(=O)O)c2ccccc2c1=O	0.9	0.0044	2	4	-1	8	1	1519	12	1	-9
CCOC(=O)N1CCN(C(=O)CSc2nc3ccccc3c(=O)n2-c2ccccc2)CC1	0.8	nt	-3	0	0	5	0.9	1302	18	0.9	-25
O=C1c2ccccc2C(=O)c2c(NCc3cccnc3)cccc21	1.1	0.57	-1	-1	-5	4	1.1	1497	-9	0.9	nt
COc1cc(C2NC(=O)NC(C)=C2C(=O)OC2CCCCC2)cc(Br)c1O (centres undefined)	0.8	0.98	6	10	0	-8	0.9	1561	22	1	13
O=C(NCCc1ccc2c(c1)OCCO2)c1ccc(F)cc1	1	nt	2	4	5	7	1.1	1583	0	1	-2
COc1ccc(OCc2cn3c(C)cc(C)nc3n2)cc1	0.8	-0.9	1	5	-2	-5	0.9	1424	16	0.9	12

Two of the compounds above, as labelled records:
molecule: COc1ccc(Cl)cc1C(=O)NNC(=O)c1cccnc1
  Diaph act CS: 0.9	ROMK primary: nt	PPARg SRC1 recr: 8	PPARg SRC-3 ag: -2	PPARg SRC-2 ag: 3	G6PDH counter: 14	PMI act hi M6P: 1	TR-FRET SRC-2 ct: 1575	Diaphorase inh: 15	PMI act: 0.9	S1P3 antag: nt

molecule: Fc1ccccc1CSCc1nc2ccccc2[nH]1
  Diaph act CS: 1	ROMK primary: -0.26	PPARg SRC1 recr: 8	PPARg SRC-3 ag: 0	PPARg SRC-2 ag: 3	G6PDH counter: 10	PMI act hi M6P: 1.1	TR-FRET SRC-2 ct: 1641	Diaphorase inh: 0	PMI act: 1	S1P3 antag: -15

Further compounds follow:
SMILES	Diaph act CS	ROMK primary	PPARg SRC1 recr	PPARg SRC-3 ag	PPARg SRC-2 ag	G6PDH counter	PMI act hi M6P	TR-FRET SRC-2 ct	Diaphorase inh	PMI act	S1P3 antag
Cc1c(Cl)cccc1NC(=O)Cn1cc(C(F)(F)F)cc(Cl)c1=O	1.1	0.029	-6	2	2	8	1.1	1558	-14	1.1	-2
c1ccc(-c2nnc(OCC3CCCO3)c3ccccc23)cc1 (centres undefined)	0.9	0.86	-11	-3	8	-2	1	1578	11	1	-15
Cc1ccc(CSCCNC(=O)CSCc2ccc([N+](=O)[O-])cc2)cc1	0.8	nt	8	12	1	-13	0.9	1648	16	0.9	nt
Cc1ccc(-c2nc(-c3ccccc3)no2)cc1	1	-0.3	-2	-9	3	2	1	1310	3	1	nt
CCOC(=O)CNC(=O)CSc1ncnc2c1cnn2-c1ccc(C)cc1	0.9	-0.46	1	-11	-1	2	1	1462	14	1	-15
O=C(NCCc1c[nH]c2ccccc12)[C@@H]1C[C@H]1[C@@H](NP(=O)(c1ccccc1)c1ccccc1)c1ccccc1	0.7	-1.3	-4	-3	-4	22	0.8	1319	27	0.8	6
CCOC(=O)c1nnc(-c2cccs2)nc1NC(C)C	0.9	nt	-4	14	14	2	1	1754	9	1	nt
CCOC(=O)C1=C(CC)Nc2ccccc2N=C1NC(=O)Nc1ccc(Cl)c(Cl)c1	0.9	0.16	2	10	13	3	1	1611	14	0.9	nt
CCCc1cc(=O)oc2c(CN3CCCC3)c(O)ccc12	0.8	-0.56	0	8	5	4	1	1479	16	1	nt
CC(=O)c1cccc(NC(=S)NC2CCCCC2)c1	0.8	-0.38	-2	1	-3	-6	1	1558	16	1	-4
CCOc1ccc(S(=O)(=O)NN)cc1	0.9	-0.069	5	-1	5	2	1.9	1469	8	1.5	nt
CCOC(=O)C1CCCN(c2oc(-c3ccc(OC)cc3)nc2C#N)C1 (centres undefined)	0.9	-2	-6	1	-1	-1	0.9	1387	13	0.9	-22
Cc1cc(Cl)ccc1OCC(=O)Nc1ccccc1CO	0.8	nt	-3	5	2	0	0.9	1519	15	0.9	-1
S=C(NCc1cccs1)Nc1ccccc1	0.9	0.0085	0	1	3	3	0.9	1717	15	0.9	5
